Bioassay records from PubChem.
Kir21 block – Kir2.1 (mouse) channel inhibition; AID 1672; hit rate 0.85% among 310,000; HEK293-Kir2.1, FluxOR thallium flux fluorescence; stronger effect = lower value; B-score at 10 µM;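 active = fluorescence ratio B-score at or below minus 3 SD of library scores, with starting-brightness B-score within 2 SD, cut at about -4.2 in these data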;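 note: channel flux triggered by added potassium and thallium sulfate stimulus; B-score of peak minus minimum fluorescence over baseline after thallium stimulus; more negative B-score means stronger Kir2.1 block with less thallium influx; some compounds called inactive have numbers as strong as hits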
Target sequence (P35561 whole entry, looked up): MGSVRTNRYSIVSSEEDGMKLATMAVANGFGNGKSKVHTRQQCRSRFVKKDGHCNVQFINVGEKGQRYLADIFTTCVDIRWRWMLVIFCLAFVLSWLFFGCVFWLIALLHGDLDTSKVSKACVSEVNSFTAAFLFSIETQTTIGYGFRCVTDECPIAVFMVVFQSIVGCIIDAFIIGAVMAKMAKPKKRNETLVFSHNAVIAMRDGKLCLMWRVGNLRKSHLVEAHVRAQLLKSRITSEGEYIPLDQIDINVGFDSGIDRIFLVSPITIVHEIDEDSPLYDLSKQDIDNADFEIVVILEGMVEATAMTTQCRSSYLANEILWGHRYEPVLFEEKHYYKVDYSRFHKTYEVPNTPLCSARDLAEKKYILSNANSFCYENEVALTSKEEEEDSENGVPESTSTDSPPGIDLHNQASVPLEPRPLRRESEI
STK33 kinase inh – inhibitors of human STK33 kinase; Q9BYT3; purified STK33, MBP phosphorylation, ADP-Glo luminescence; inhibition, % at 10 µM; hit rate 0.073% among 320,000;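 active = inhibition at or above 25%, using the most active replicate where run in duplicate; inactive = inhibition below 25%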
Target sequence (Q9BYT3 whole entry, looked up): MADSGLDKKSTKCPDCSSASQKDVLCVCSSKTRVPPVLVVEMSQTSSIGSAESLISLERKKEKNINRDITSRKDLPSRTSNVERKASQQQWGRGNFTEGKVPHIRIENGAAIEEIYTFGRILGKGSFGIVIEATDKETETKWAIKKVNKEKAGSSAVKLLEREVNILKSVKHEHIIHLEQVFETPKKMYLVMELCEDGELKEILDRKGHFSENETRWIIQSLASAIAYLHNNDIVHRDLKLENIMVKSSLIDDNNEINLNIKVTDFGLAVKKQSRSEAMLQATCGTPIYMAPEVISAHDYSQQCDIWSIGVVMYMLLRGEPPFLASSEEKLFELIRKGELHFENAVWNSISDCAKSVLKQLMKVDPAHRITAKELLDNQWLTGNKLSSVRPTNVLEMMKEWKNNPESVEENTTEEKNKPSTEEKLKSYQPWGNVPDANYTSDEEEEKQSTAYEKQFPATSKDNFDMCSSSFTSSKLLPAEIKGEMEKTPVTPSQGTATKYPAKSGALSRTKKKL
Starred values were filed as active, the others as inactive; · = not tested or not shown.

SMILES	Kir21 block	STK33 kinase inh
CCCCC1CCC(c2ccc(C(N)=O)cc2)CC1 (stereo not given)	0.28	0.5
O=C(NCC1CCCCC1)c1ccco1	0.69	-1.7
COc1ccc(C)cc1NC(=O)CSc1nnc(-c2cc(C)[nH]n2)n1N	-0.17	-0.8
COc1ccc(CNC(=O)c2ccc3c(c2)NC(=O)C(C)S3)cc1 (stereo not given)	4.2	·
COc1cc(NC(=O)C2CCN(S(=O)(=O)c3ccc(Cl)cc3)CC2)ccc1-n1cnnn1	-0.53	-0.9
O=C(O)CCc1ccc(-c2ccccc2)n1-c1cccc(O)c1	1.1	-0.2
CCN(C(=O)CN(C)Cc1c(F)cccc1Cl)c1c(N)n(Cc2ccccc2)c(=O)[nH]c1=O	-0.34	-0.2
Cc1ccc(Nc2ccc(C(F)(F)F)cc2[N+](=O)[O-])cc1	-3.2	0.6
CCC(CO)Nc1nc(CN2CCCCC2)nc2scc(-c3ccccc3)c12 (stereo not given)	-0.24	-0.4
O=C(Nc1ccccc1N1CCCC1)c1cc2ccccc2o1	-1.6	-1.2
COc1cc(OC)cc(C(=O)OCCNC(=O)Cn2cnc3c2c(=O)n(C)c(=O)n3C)c1	0.14	0.0
CC(=O)c1c(N2CCOCC2)[nH]c(-c2ccccc2)nc1=S	-0.12	-1.0
COc1ccc(CCn2c(O)c(C=Nc3cccc(F)c3)c(=O)[nH]c2=O)cc1OC	0.18	4.6
COC(=O)[C@H](CCSC)NC(=O)Nc1cccc(C)c1C	-1.1	-0.3
CC(Sc1nn(-c2ccc(F)cc2)c(=S)s1)C(=O)c1c(N)n(C)c(=O)n(C)c1=O (stereo not given)	0.01	·
O=C(/C=C/c1ccc2c(c1)OCO2)c1ccccn1	-0.63	2.0
Cc1c(NC2=CC(=O)CC(C)(C)C2)c(=O)n(-c2ccccc2)n1C	0.37	-1.2
COc1ccc(-c2nc3ncccn3c2Nc2ccccc2)cc1	2	-1.4
COc1ccc(C(CNC(=O)CN2C(=O)NC3(CCCC3)C2=O)N(C)C)cc1 (stereo not given)	0.81	-2.8
CCc1ccc(CN2C(=O)c3ccccc3C2C(=O)NCC2CCCO2)cc1 (stereo not given)	0.34	0.4
CNC(=S)c1cc(C(C)(C)C)c(O)c(C(C)(C)C)c1	0.52	0.0
Cc1ccc(C)n1CCN1CCN(S(=O)(=O)c2ccc(F)cc2F)CC1	-0.55	-0.4
Cc1onc(-c2c(F)cccc2Cl)c1C(=O)N1CCc2ccccc2C1	-1.7	-0.4
COc1ccc(/C=C/C(=O)NC(=S)NNC(=O)[C@H]2C[C@@H]2c2ccccc2)cc1OC	0.24	-0.9
Cc1c(C(=O)N(C)c2ccc(Cl)cc2)cnn1-c1ccccc1	-1.2	0.3

Gathered by group: the entries above containing a furan ring, fused or not
SMILES	Kir21 block	STK33 kinase inh
O=C(NCC1CCCCC1)c1ccco1	0.69	-1.7
O=C(Nc1ccccc1N1CCCC1)c1cc2ccccc2o1	-1.6	-1.2

Further entries:
SMILES	Kir21 block	STK33 kinase inh
CCn1cc(S(=O)(=O)CC(=O)Nc2cc(C)ccc2C)c2ccccc21	-0.06	1.1
CC1(C)CC(=O)c2cc(C(=O)NNc3ccccc3)c(=O)n(-c3ccccc3)c2C1	0.64	0.9
COc1cccc(OCCCOc2ccccc2C(C)C)c1	-1.5	-1.8
CCOC(=O)CNC(=O)CSc1ncnc2c1cnn2-c1ccccc1	-0.06	-0.5
CCOC(=O)c1nc(NCc2ccccc2)c2ccccc2n1	-0.7	0.1
CCC(C)(NC(=O)c1cccc(N2C(=O)CSC2c2ccccc2)c1)C(=O)Nc1ccccc1C (stereo not given)	-1.4	-2.5
O=C(O)CCCC(=O)Nc1ccccc1C(=O)N1CCOCC1	-0.14	-0.6
Cc1cc(C)n2nc(SCc3ccccc3C(=O)O)nc2n1	0.38	0.5
CC1=NNC(=O)C1Cc1c(Cl)cccc1Cl (stereo not given)	0.04	-1.1
CC1(C)CC(NC(=O)C2CCN(S(=O)(=O)c3ccccc3C(F)(F)F)CC2)CC(C)(C)N1	-0.02	-1.1
O=C(Nc1ccc(C(=O)O)cc1)/C(=C\c1ccco1)NC(=O)c1ccccc1	0.03	·
COc1ccccc1/C=N/n1c(N)c(S(=O)(=O)c2cccs2)c2nc3ccccc3nc21	0.12	0.9
O=C1c2ccccc2C(=O)N1CSc1nnc(Nc2ccccc2)s1	-0.01	2.2
COc1ccc(-c2coc3cc(O[C@@H]4O[C@H](CO)[C@@H](O)[C@H](O)[C@H]4O)c(OC)cc3c2=O)cc1	·	1.7
COc1cc(C(=O)NCc2nnc(SCC(=O)c3ccc(Cl)cc3)o2)cc(OC)c1OC	1.5	0.9
Cc1ccccc1/C=N/N=C1/NC(=O)CCS1	1.1	0.1
Cc1ncc(CO)c(/C=N/NC(=O)c2cccc(S(=O)(=O)N3CCCC3)c2)c1O	-1.2	0.2
Cc1cccc(-n2nnnc2SCC(=O)c2cc(C)n(CC3CCCO3)c2C)c1 (stereo not given)	-0.25	-1.9
CCc1ccccc1NC(=O)C1CC(c2ccc(F)cc2)=NO1 (stereo not given)	-0.09	1.3
CCN1CCN(CCCNC(=O)c2ccc3c(=O)n(CCc4ccccc4)c(=O)[nH]c3c2)CC1	0.76	0.5
CCOC(=O)Cc1csc(SC(C)C(=O)NCC(=O)Nc2ccc(F)c(F)c2F)n1 (stereo not given)	-0.75	-1.3
CC(=O)c1c(C)[nH]c(C(=O)OCc2nnc(-c3ccc([N+](=O)[O-])cc3)o2)c1C	·	-0.5
Cc1ccccc1CC(=O)N1CCCC(CNC(=O)c2ccc(F)cc2)C1 (stereo not given)	-1.8	0.2
O=C(N/N=C/c1ccccn1)c1ccc(NC(=O)c2ccc(F)cc2)cc1	0.92	-1.7
CC(C)C(NC(=O)c1ccc(C(C)(C)C)cc1)C(=O)NCC1(N(C)C)CCCCC1 (stereo not given)	1.1	-2.3

Continuation.
SMILES	Kir21 block	STK33 kinase inh
COc1ccc(N(CC(=O)Nc2ccccc2C(=O)N2CCCC2)S(C)(=O)=O)cc1	-0.08	-0.3
COc1ccccc1CNC(=O)c1cc(C)nn1-c1ccccc1	-2.2	-0.5
COc1cc([C@H]2c3c(cc(OC)c(O)c3OC)C[C@@H](CO)[C@@H]2CO[C@@H]2O[C@H](CO)[C@@H](O)[C@H](O)[C@H]2O)cc(OC)c1O	·	-1.8
CCc1cc2cc(C(=O)Nc3ccccc3F)sc2s1	-0.49	-2.3
COc1ccc(Oc2c(C)nc(SCC(=O)c3ccc(Cl)cc3)[nH]c2=O)cc1	0.71	-0.3
Cc1ccc(Nc2nc(N)c(C#N)c(CC#N)c2C#N)cc1	1.5	-0.2
OCCC1CN(Cc2ccon2)CCN1Cc1ccccc1 (stereo not given)	-0.76	-1.0
O=C(COC(=O)c1cn(-c2ccccc2)nc1-c1ccccc1)Nc1ncc(Cl)cc1Cl	-0.76	-0.5
Cc1ccccc1OC(C)C(=O)Nc1ccc2c(c1)OCCO2 (stereo not given)	0	0.6
COc1ccc(OC)c(NC(=O)Nc2cc(NC(=O)Nc3cc(OC)ccc3OC)c(C)nc2C)c1	0.62	-1.8
CCOC(=O)CCSc1nc(C(C)(C)C)cc(C(F)(F)F)c1C#N	0	-0.8
CCOc1ccc(CCNC(=O)c2nnn(CC(=O)Nc3ccc(OC)cc3)c2N)cc1OCC	-0.56	-0.3
Cc1ccc(C)c(OCCC(=O)NNC(=O)c2cc(C)oc2C)c1	·	-1.6
COc1ccc(S(=O)(=O)Nc2ccccc2C(=O)NC(C)(C)C)cc1OC	-0.04	-0.3
CCN(CC)S(=O)(=O)c1ccc2c(c1)nc(CCC(=O)Nc1ccc3c(c1)OCO3)n2CC	1	-0.5
Cn1cc(C(=O)N/N=C/C(Br)=C/c2ccccc2)ccc1=O	0.93	0.8
CCCCOC(=O)c1ccc(NC(=O)c2ccccc2OC)cc1	-0.67	-0.4
Cc1cc(Br)cc(Cl)c1OC(=O)c1ccncc1	1.4	6.7
O=[N+]([O-])c1cc(-c2ccc(/C=N\n3cnnc3)o2)cc([N+](=O)[O-])c1	0.56	-1.1
Cc1ccc(C(=O)COC(=O)CCC(=O)Nc2cccc(Cl)c2)cc1[N+](=O)[O-]	1.1	-1.0
Cc1c(C(=O)CN2CCOCC2)[nH]c2ccccc12	-0.14	-0.3
COc1cc(C2=NOC(C(=O)NC3CCCCC3)C2)cc(OC)c1OC (stereo not given)	-0.15	-3.6
CC(=O)Nc1ccc(-n2c(=O)c3ccccc3c3ccccc3c2=O)cc1	0.35	-0.1
CCc1nnc(N/N=C/c2ccc(N3CCC(C)CC3)c([N+](=O)[O-])c2)n1N	1	0.9
Cn1c(=O)n(CC(=O)O)c(=O)c2c1nc1n2CCCN1CCc1ccccc1	0.4	-2.0

For convenience, some entries already given.
SMILES	Kir21 block	STK33 kinase inh
CCOc1ccc(CCNC(=O)c2nnn(CC(=O)Nc3ccc(OC)cc3)c2N)cc1OCC	-0.56	-0.3
Cc1ccc(C)c(OCCC(=O)NNC(=O)c2cc(C)oc2C)c1	·	-1.6
COc1ccc(S(=O)(=O)Nc2ccccc2C(=O)NC(C)(C)C)cc1OC	-0.04	-0.3
CCN(CC)S(=O)(=O)c1ccc2c(c1)nc(CCC(=O)Nc1ccc3c(c1)OCO3)n2CC	1	-0.5
Cn1cc(C(=O)N/N=C/C(Br)=C/c2ccccc2)ccc1=O	0.93	0.8
CCCCOC(=O)c1ccc(NC(=O)c2ccccc2OC)cc1	-0.67	-0.4
Cc1cc(Br)cc(Cl)c1OC(=O)c1ccncc1	1.4	6.7

Later entries.
SMILES	Kir21 block	STK33 kinase inh
Cc1ccc(-c2ccc(=O)n(CC(=O)NCCN(C)C)n2)cc1	0.63	-2.8
CC(C)(C)C(=O)N1CCN(c2c(Cl)cccc2[N+](=O)[O-])CC1	-0.97	-2.2
COCCN(C(=O)COC(=O)CCCOc1ccc(OC)cc1)c1c(N)n(Cc2ccccc2)c(=O)[nH]c1=O	-0.26	-1.1
CN1C2=NCCN2C(=O)c2ccccc21	0.49	-2.4
Cc1cccc(NC(=S)NC2CC3CCC(C2)N3Cc2ccco2)c1 (stereo not given)	-0.49	-1.2
CCCC(C(=O)NC1CCCC1)N(CC1CCCO1)C(=O)CNS(=O)(=O)c1ccccc1 (stereo not given)	-0.78	-1.1
CCOC(=O)c1cnc2c(ccc3ccccc32)c1NCCCN(C)C	0.53	15
CCC(C)[C@H](NC(=O)c1cc2cc(Cl)ccc2n1C)C(=O)N1CCC[C@H]1C(=O)O (stereo not given in full)	-0.36	-1.6
CC(C)CC(=O)N1CCN(Cc2ccccc2Cl)CC1	0.97	-0.4
O=S(=O)(c1cccc2nsnc12)N1CCN(c2ccc(F)cc2)CC1	0.65	-1.5
O=C(CN1CC(c2ccccc2)CC1=O)OCc1cccc(Br)c1 (stereo not given)	0.52	1.1
COC(=O)CSc1nccc(-c2ccc(F)cc2)c1C#N	0.35	-1.8
CCCN1C(=O)N(C)C(N(O)C(=O)NC)C1(C)C (stereo not given)	·	-0.9
C/C=C(\CS(=O)(=O)c1ccccc1)S(=O)(=O)c1ccccc1	0.14	-0.1
Brc1ccc(CN2CCN(Cc3c[nH]c4ccccc34)CC2)cc1	-4.1	0.0
Cc1ccc(-c2noc(CCCC(=O)NC3CCCC3)n2)cc1	-0.06	-1.5
COc1ccc(N2CCN(/C(=N\S(=O)(=O)c3ccc(C)cc3)Nc3nc(C)cc(C)n3)CC2)cc1	-2	-1.9
COc1ccc(N2CC(C(=O)Nc3nnc(SCC(=O)NC4CCCC4)s3)CC2=O)cc1 (stereo not given)	0	2.3
S=C(NCc1ccc(Cl)cc1)NCc1ccco1	-0.62	1.0
CCOCCCN(C(=O)c1ccco1)C(C(=O)NC1CCCC1)c1ccc(OC)cc1 (stereo not given)	-1.6	·
CC(C)(C)CN1CCNC(=O)C1CC(=O)NCc1cccc(-n2cccn2)c1 (stereo not given)	0.15	-0.3
COc1ccc(-c2cc(C)no2)cc1S(=O)(=O)N1CCN(c2cccc(C)c2)C(C)C1 (stereo not given)	0.62	-0.8
O=C(CCS(=O)(=O)c1ccc(Br)s1)NC1CCCCCC1	-11*	-1.6
COc1ccc(CCNC(=O)c2ccc3c(c2)NC(=O)CS3)cc1OC	-1.7	0.2
O=c1cc(CN2CCN(S(=O)(=O)c3cccc(Cl)c3)CC2)c2ccc(O)cc2o1	·	0.5

Record cards (already shown). Screens in order: Kir21 block	STK33 kinase inh
Shown for `COc1ccc(N2CC(C(=O)Nc3nnc(SCC(=O)NC4CCCC4)s3)CC2=O)cc1` (stereo not given) = 0	2.3
Shown for `C/C=C(\CS(=O)(=O)c1ccccc1)S(=O)(=O)c1ccccc1` = 0.14	-0.1

(next part)
SMILES	Kir21 block	STK33 kinase inh
CCOc1ccc(C2C3=C(CC(C)(C)CC3=O)N(CC(=O)O)C3=C2C(=O)CC(C)(C)C3)cc1OCC	0.7	0.2
CC(=O)Oc1ccc(C(=O)Nc2ccc3c(c2)OCCO3)cc1	-0.54	0.4
Cc1cc(C)c(S(=O)(=O)NC2CCN(Cc3ccccc3)CC2)c(C)c1	0.19	0.0
CCOC(=O)C1CCCN(C(=O)CSc2ccc(Br)cc2)C1 (stereo not given)	1.3	-0.6
O=C(CNS(=O)(=O)c1ccc(Br)s1)NCC1COc2ccccc2O1 (stereo not given)	-1	-2.1
COc1cccc(-c2ccc(NC(=O)C3CCCN(Cc4ccco4)C3)cc2)c1 (stereo not given)	-0.4	0.6
O=[N+]([O-])c1ccc(-c2ccc(/C=N/O)o2)cc1	-0.08	1.2
NC(=O)c1ccc(NC(=O)c2cnc3ccccc3n2)cc1	-0.62	0.2
CC1CC(C)(C)NC(=S)N1CCCC(=O)NCc1ccccc1 (stereo not given)	0	-1.7
CCCOC(=O)c1sc2nc3c(cc2c1N)C(=O)CCC3	1	0.4

Kir21 block: what is marked active above
SMILES	Kir21 block	STK33 kinase inh
O=C(CCS(=O)(=O)c1ccc(Br)s1)NC1CCCCCC1	-11*	-1.6

Hits appear at their usual frequency; any-hit rate near 0.84%.
